Compound activity (PubChem BioAssay)
ABHD5 PLIN5 PPI: ABHD5-PLIN5 protein interaction inhibition; Q00G26+Q8WTS1; Split G. princeps luciferase complementation, luminescence, 4 h; inhibition, % at 4 µM; actives 0.78% (n = 360,000);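 active means inhibition above the mean inhibition across every tested compound plus 3 SD, cut at about 22% in these data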;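 further: 0% = DMSO only wells and the 100% control is not disclosed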
Target sequence (Q00G26 whole entry, looked up): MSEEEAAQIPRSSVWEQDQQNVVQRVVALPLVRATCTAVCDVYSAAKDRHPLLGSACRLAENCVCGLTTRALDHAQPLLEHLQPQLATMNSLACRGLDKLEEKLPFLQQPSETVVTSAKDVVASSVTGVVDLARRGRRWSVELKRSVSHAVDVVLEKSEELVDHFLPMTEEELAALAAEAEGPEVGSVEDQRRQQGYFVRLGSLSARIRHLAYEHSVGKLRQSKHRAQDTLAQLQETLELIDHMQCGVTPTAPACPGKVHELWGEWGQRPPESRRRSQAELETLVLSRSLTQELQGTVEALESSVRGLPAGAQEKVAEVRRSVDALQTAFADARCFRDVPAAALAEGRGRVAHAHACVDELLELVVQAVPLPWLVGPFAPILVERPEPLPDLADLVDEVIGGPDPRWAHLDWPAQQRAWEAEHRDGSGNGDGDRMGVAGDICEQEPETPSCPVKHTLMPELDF
Target sequence (Q8WTS1 whole entry, looked up): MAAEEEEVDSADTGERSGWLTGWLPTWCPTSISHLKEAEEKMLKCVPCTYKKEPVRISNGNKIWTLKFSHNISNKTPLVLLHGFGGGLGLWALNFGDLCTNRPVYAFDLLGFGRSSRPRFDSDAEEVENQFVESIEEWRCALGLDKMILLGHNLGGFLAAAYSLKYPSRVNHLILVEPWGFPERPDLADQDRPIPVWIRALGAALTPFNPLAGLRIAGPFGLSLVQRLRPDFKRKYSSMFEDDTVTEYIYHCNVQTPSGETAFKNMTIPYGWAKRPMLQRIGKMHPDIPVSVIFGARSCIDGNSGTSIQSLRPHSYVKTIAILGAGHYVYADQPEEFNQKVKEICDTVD
MC4R barr agon: human MC4R agonism via beta-arrestin. AID 540308. activation, % at 8.9 µM. P32245. U2OS MC4R beta-arrestin complementation, luminescence; percent of melanotan II response, DMSO zero. actives 0.98% (n = 360,000);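 active means activation above a per-plate cutoff, the mean activation of sample wells on that plate plus 3 SD, cut at about 8% in these data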
HTR2A ag: mouse HTR2A agonism via beta-arrestin recruitment | actives 0.66% (n = 360,000) | AID 624169 | CHO-K1 mHTR2A beta-arrestin complementation, luminescence; percent of 30 µM serotonin response | activation, % at 7.6 µM;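 active means activation above a run cutoff, the mean activation of all tested compounds plus 3 SD, cut at about 14% in these data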;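 further: 0% = plate median of compound wells and 100% = 30 µM serotonin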
SRC2 inh: inhibits human steroid receptor coactivator 2. Q15596. HEK293 GAL4-SRC2 luciferase reporter, luminescence. inhibition, % at 9 µM. actives 0.17% (n = 370,000). AID 651957;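 active means inhibition above the mean inhibition of all tested compounds plus 3 SD, set per campaign, cut at about 52% in these data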;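 further: 0% = DMSO treated cells and 100% = cells given Gossypol at 36 µM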
H9c2 protect: protects H9c2 cardiomyocytes from peroxide injury; protection from H2O2 cell death, % at 20 µM; AID 588492; actives 0.63% (n = 360,000); H2O2 injury protection, ATPLite, 2 h;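 active means compounds giving at least 50% protection of heart cells from peroxide-induced death in the single-dose screen, raw or plate-pattern-corrected value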;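 further: 0% = DMSO wells with peroxide and 100% = DMSO wells without peroxide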
TLR9-MyD88 inh: TLR9-MyD88 interaction inhibition; Q9NR96+Q99836; CHO BLA complementation TLR9-MyD88, CCF4 FRET ratio; inhibition, % at 4.98 µM; actives 0.21% (n = 340,000);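 active means inhibition above the mean over all tested compounds plus 3 SD, cut at about 21% in these data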;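 further: 0% = DMSO only wells and 100% = clavulanate BLA inhibitor control wells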
NOD2 RIPK2 PPI: inhibitors of human NOD2-RIPK2 interaction. O43353. CHO BLA complementation NOD2-RIPK2, CCF4 ratio. inhibition, % at 4.98 µM. actives 0.38% (n = 360,000); in the data active means inhibition above about 21%;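 further: 0% = vehicle only and 100% = reference blocker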
ABCB6 inh MLPCN: blocks the human ABCB6 transporter; actives 0.19% (n = 360,000); Q9NP58; K562-ABCB6 porphyrin accumulation, flow cytometry, 1 h; active compounds read low; AID 602162; fluorescence ratio to DMSO, % at 10 µM;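 active means fluorescence ratio to DMSO below 75%, the collection mean minus 3 SD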;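 further: signal is porphyrin accumulated inside mitochondria; 100% equals median channel fluorescence of DMSO control wells; lower ratio means ABCB6 inhibition with less porphyrin fluorescence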
MC4R antagonist: human MC4R antagonism in cAMP assay | MC4R-expressing cells, MTII-stimulated cAMP, LANCE TR-FRET | inhibition, % at 6.5 µM | actives 0.48% (n = 360,000) | AID 540295;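 active means inhibition above its plate's cutoff, the mean of tested wells on that plate plus 3 SD, cut at about 29% in these data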;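 further: 0% = Melanotan II alone and 100% = Melanotan II plus saturating MCL0020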
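Assay system: U2OS-MC4R stable cell line; Also added: Melanotan II; Technique: Eu-cAMP/anti-cAMP TR-FRET, emission 671 nm; Times: 30-min compound, 1-h challenge, 1-h detection, room temperature.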
Glyco luc inh: blocks N-linked glycosylation in D54 reporter cells; D54 ERlucT glycosylation luciferase reporter, 24 h; percent of 100 nM tunicamycin response; reporter increase, % at 12.5 µM; actives 0.23% (n = 360,000);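 active means mean luciferase reporter signal, scaled so untreated is 0 and the glycosylation-blocking control 100, at or above a set limit in every replicate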;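 further: luciferase carries N-glycosylation sites so blocking glycosylation raises the light; 0% = median of neutral control wells and 100% = median of 100 nM tunicamycin wells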
Numbers without * were called inactive; nt = no result given. An excerpt, so the mix of outcomes need not match the whole.

Every second line gives: H9c2 protect	TLR9-MyD88 inh	ABHD5 PLIN5 PPI	MC4R barr agon	SRC2 inh	NOD2 RIPK2 PPI	HTR2A ag	MC4R antagonist	Glyco luc inh	ABCB6 inh MLPCN
- CC(Sc1nncs1)C(=O)NC1CCCCC1C (configuration not stated)
 : 1	-4	-3	-2.3	-4	-10	-6	1	1	100
- CC(C(=O)c1ccc(-c2ccccc2)cc1)[n+]1ccccc1 (configuration not stated)
 : -1	0	2	-3.4	-7	11	-6	11	1	95
- CCOc1ccc(-c2nnc(-c3ccc(OC)cc3)o2)cc1
 : -10	-6	3	31*	-1	-2	-3	4	5	97
- O=C(Nc1nnc([C@H]2C[C@H](O)[C@@H](CO)O2)s1)Nc1cccc(Cl)c1Cl
 : 1	nt	4	-0.3	-19	-7	-2	18	3	125
- CCOC(=O)c1cnc2nc(C(F)(F)F)[nH]n2c1=O
 : 5	-14	0	-2.0	-30	-4	-2	-5	1	96
- CCOc1cc(/C=C(\C#N)c2[nH]nc(N)c2C#N)ccc1O
 : 38	-6	-2	-0.1	-59	-12	-4	-1	-6	99
- Cc1cc(=O)oc2cc(NC(=O)C3CCCC3)ccc12
 : -1	-1	3	-1.1	-35	2	-1	24	-1	103
- COCCN(CCOC)S(=O)(=O)c1ccc(C(=O)Nc2ccc(S(=O)(=O)Nc3nccc(C)n3)cc2)cc1
 : -11	-6	-3	-2.2	-3	-1	1	30*	0	104
- COc1cccc(NC(=O)C2CCN(S(=O)(=O)c3ccc4c(c3)NC(=O)C(C)S4)CC2)c1 (configuration not stated)
 : -2	-12	-5	-0.2	8	-2	-10	11	-2	101
- CCCSc1nnc(NC(=O)CCc2ccccc2)s1
 : 0	3	-2	0.6	-14	-11	0	2	4	99
- Cc1ccc(S(=O)(=O)N2CCCCC2)cc1NC(=O)CN1CCCC1c1cccs1 (configuration not stated)
 : 3	-10	-5	-2.3	-17	4	3	4	2	91
- O=C(N/N=C/c1ccco1)c1cccc(N2CCCC2=O)c1
 : 1	-16	2	-0.8	-22	-4	6	-6	-2	92
- O=[N+]([O-])c1cc(Cl)cc(C2=NCCN2)c1
 : 3	-5	1	-0.9	-12	-29	-4	1	8	92
- CN(Cc1cccnc1)C(=O)CCCc1c[nH]c2ccccc12
 : -1	-5	5	-1.8	19	-1	5	6	-2	96
- CCOC(=O)c1cc(CC)sc1N
 : -2	3	7	-0.2	-2	10	2	6	-2	101
- COc1ccc(C2/C(=C(/O)c3ccc(S(=O)(=O)N4CCOCC4)cc3)C(=O)C(=O)N2CCN2CCOCC2)cc1 (configuration not stated)
 : 0	-4	5	0.3	-4	-3	5	9	2	100
- O=C(CNC(=O)c1ccco1)NCCCc1ccccc1
 : -1	1	-8	0.5	0	4	-2	0	1	98
- COc1ccccc1NC(=O)Nc1nc(CC(=O)Nc2ccc(F)cc2)cs1
 : 5	-3	-8	-2.7	-1	-1	-8	-1	-3	100
- C=C(C)[C@@H]1CC=C(C(=O)O)CC1
 : 6	1	1	0.5	-4	-10	2	0	1	102
- CCc1ccccc1NC(=S)N(CCOC)C(C)c1ccco1 (configuration not stated)
 : 3	5	1	-0.2	12	3	8	15	1	95
- CCOC(=O)c1c(-c2ccc(C)o2)csc1NC(=S)NC(=O)c1ccc(F)cc1
 : -11	1	10	1.1	-33	6	-2	6	3	95
- Cc1cc(C)n(CC(=O)NNC(=O)c2cncc(Br)c2)n1
 : 4	-3	-13	1.2	-24	-4	-1	15	-1	103
- CCCCN(CC)CCNC(=O)CN(C)S(=O)(=O)c1ccc2c(c1)c(=O)n(C)c(=O)n2C
 : 9	-13	-1	0.9	7	-12	2	10	1	88
- CCCC(=O)N1CCN(c2ccc(NC(=O)c3cc4ccccc4o3)cc2Cl)CC1
 : 0	-1	-4	5.5	41	7	5	4	-10	103
- CCOc1ccc(OCC(=O)N(CCC2=CCCCC2)c2c(N)n(Cc3ccccc3)c(=O)[nH]c2=O)cc1
 : -6	5	-5	-2.8	-8	2	2	4	80*	99
- CCCCCNc1nc2ccccc2nc1NS(=O)(=O)c1cccs1
 : -10	-5	0	-0.1	-2	-3	4	2	2	94
- O=C(COC(=O)c1nc(Cl)ccc1Cl)c1ccccc1Cl
 : 1	-4	-11	0.5	-10	-1	-6	1	0	98
- COc1ccccc1NC(=S)NC12CN3CN(CN(C3)C1)C2
 : -1	2	-12	-2.0	5	0	3	5	1	102
- O=C(N1CCCCC1)N1CCN(S(=O)(=O)c2cccc([N+](=O)[O-])c2)CC1
 : 3	-1	-5	-0.2	-12	-10	-2	-2	2	104
- CCOc1ccc(C(F)(F)F)cc1NC(=O)COc1ccc(C(F)(F)F)cc1[N+](=O)[O-]
 : 3	0	-1	1.3	-8	-6	-1	6	3	98
- COc1ccc(S(=O)(=O)N2CCOc3ccccc32)cc1
 : -6	-3	-7	-0.3	7	10	-2	-12	7	92
- O=C(CN(CC1CCCO1)C(=O)CNS(=O)(=O)c1ccc(F)cc1)NCc1ccco1 (configuration not stated)
 : 6	0	-4	-1.4	6	2	-2	3	2	99
- O=C(NC1=NCCS1)c1sc2cc(Cl)cc(Cl)c2c1Cl
 : -2	2	0	-5.2	-25	-5	2	2	1	98
- CC(NC(=O)CSc1nc(=O)cc(N)n1-c1ccccc1)c1ccccc1 (configuration not stated)
 : 7	2	0	-0.5	-10	13	4	-1	4	100
- COc1ccc(N(CC(=O)NCc2ccccn2)S(=O)(=O)c2ccccc2[N+](=O)[O-])c(OC)c1
 : 11	-2	-1	0.8	-23	0	-3	-6	0	102
- CCc1ccc(OCCCCCn2ccnc2)cc1
 : -8	1	-8	-0.5	5	-9	-2	-1	-1	98
- O=C1OC[C@H]2CCCC[C@@H](CO)ON12
 : 2	-3	10	-1.5	8	-15	4	9	1	92
- O=C(c1cc([N+](=O)[O-])ccc1N1CCOCC1)N1CCN(S(=O)(=O)c2ccc(F)cc2)CC1
 : 5	3	-9	-2.9	-13	0	1	4	1	103
- O=C(c1ccco1)n1nc(-c2ccccc2)nc1NCc1ccco1
 : 0	-7	0	-1.2	6	-3	4	9	1	99
- O=C(CN1CCC(Cc2ccccc2)CC1)NC(=O)NCc1ccccc1
 : -6	-7	-8	9.6*	23	7	-4	9	1	101
- CC1=NN(c2ccccc2)C(=O)C1/C=C1/NC(=S)NC1=O (configuration not stated)
 : -5	nt	0	-2.2	-10	-12	-2	-11	4	100
- COc1ccc([N+](=O)[O-])cc1NC(=O)Cc1ccc(Cl)cc1
 : -4	2	4	-3.5	-3	9	-4	-2	-3	96
- COc1cccc(/C=N/Nc2nnc(C)n2N)c1O
 : -2	-1	-27	0.0	-17	6	-1	-9	5	104
- COC(=O)c1c(C)[nH]c(C(=O)COC(=O)CCc2ccc(OC)c(OC)c2)c1C
 : 0	-16	0	2.9	13	7	1	-2	2	95
- O=C(c1ccco1)N1CCN(C2CC(=O)N(c3ccc(F)c(Cl)c3)C2=O)CC1 (configuration not stated)
 : 0	0	-4	0.8	-10	-5	6	22	3	99
- Cc1nc2ccccc2n1C(C)c1nc2ccccc2n1CC(=O)c1ccc(OC(F)(F)F)cc1 (configuration not stated)
 : nt	nt	-8	nt	-9	9	-2	nt	nt	nt
- CS(=O)(=O)N1CCN(c2ccccc2NC(=S)NC(=O)c2cccs2)CC1
 : 30	-3	-1	-0.5	-37	0	0	30*	1	107
- Cc1ccc(S(=O)(=O)c2c(C)nn(C(C)(C)C)c2OC(=O)c2ccc(Br)o2)cc1
 : -30	2	-1	6.2	-44	-2	-1	10	20	91
- CC1=C(C(=O)N(C(C)C)C(C)C)CC(CC(=O)NCc2ccco2)C(=O)N1Cc1ccccc1 (configuration not stated)
 : 4	nt	6	nt	6	-3	-3	nt	3	98
- Cc1nnc(SCCn2c(N3CCCCC3)nc3c2c(=O)[nH]c(=O)n3C)s1
 : 6	10	-6	-1.2	-15	3	-1	-1	4	86
- CN=C(Cc1ccccc1)C1=C(O)CC(C)(C)CC1=O
 : 4	-13	0	0.4	24	4	-1	-1	-1	94
- Cc1ccc(S(=O)(=O)NCCSCc2ccccc2)cc1
 : -16	9	7	5.4	-13	-1	-5	-3	-1	191
- COc1cc(/C=N/NC(=O)c2cc[n+]([O-])cc2)cc(OC)c1OC
 : -1	-6	-3	-1.5	6	-13	-3	-4	0	96
- CCC(C)(C)NC(=O)C(c1cccc(OC)c1OC)N(Cc1ccccc1)C(=O)CCC(=O)Nc1cc(C)on1 (configuration not stated)
 : -2	-6	-2	2.6	-14	4	4	24	-1	96
- COc1ccc(NC(=O)C(C)N=C2NS(=O)(=O)c3ccccc32)cc1S(N)(=O)=O (configuration not stated)
 : 0	-2	3	-3.6	16	-16	3	13	-2	95
- O=C(Nc1sc2c(c1C(=O)NCCCO)CCCC2)c1ccccc1
 : 9	-16	2	0.2	-27	0	1	8	5	96
- COC(=O)CCC(=O)OC1(C)C(=O)C2=CN(CC3CC3)C(c3ccc(OC)cc3)=CC2=C(Br)C1=O (configuration not stated)
 : 0	-6	-9	-0.1	nt	-9	9	11	0	108
- Cc1ccc(Cn2c(NC(=O)c3ccco3)nc3ccccc32)cc1
 : 16	0	-2	6.6	-1	-7	-1	-14	1	93
- OC(c1ccc(Cl)c(F)c1)c1ncc(-c2cccc(C(F)(F)F)c2)[nH]1 (configuration not stated)
 : -11	nt	-12	4.3	12	7	-3	-2	-2	97
- Cn1c(SCC(=O)Nc2ccccc2Cl)nnc1C1CC1
 : -5	-16	-3	-2.5	13	-11	10	5	1	93

Remaining list, next part.
Every second line gives: H9c2 protect	TLR9-MyD88 inh	ABHD5 PLIN5 PPI	MC4R barr agon	SRC2 inh	NOD2 RIPK2 PPI	HTR2A ag	MC4R antagonist	Glyco luc inh	ABCB6 inh MLPCN
- Nc1nc2ncccn2c1-c1ccccc1
 : nt	nt	6	nt	0	13	2	nt	nt	nt
- Cc1ccc(CNC(=O)c2cc3c(=O)n(C)c4ccccc4c3n2C)cc1
 : -34	4	-8	-2.2	-21	-9	-1	5	4	100
- COc1ccc2nc(C3CCCCC3)nc(C3CCCCC3)c2c1
 : -12	-13	-11	0.8	17	-7	0	-3	-4	95
- Cc1ccc(C(=O)Oc2cccc(-n3cnnn3)c2)cc1
 : -3	-6	-1	-0.4	-11	-6	13	14	1	87
- O=C(O)CC1(CC(=O)N2CCN(CCO)CC2)CCCC1
 : -2	-1	0	-0.8	-16	2	0	-1	1	100
- O=C(NNC(=O)c1cccs1)c1ccc(Cl)cc1
 : -2	3	-2	-3.0	-21	1	2	-1	0	104
- COC(=O)c1cc(Br)c(=O)n(CCN2CCOCC2)c1
 : -10	3	-1	0.1	-7	-9	2	14	1	99
- CCCN1CCC(NC(=S)Nc2ccc(C(=O)OCC)cc2)CC1
 : -1	-10	6	0.4	15	2	8	-1	-4	101
- CN(C)c1cc[n+](CC(=O)Nc2ccc(OC(F)F)cc2)cc1
 : -5	2	-4	-0.9	21	-10	0	-4	1	94
- COc1cc(COc2ccc3c(C)c(Cc4ccccc4)c(=O)oc3c2C)cc(OC)c1OC
 : -17	3	1	-2.5	-23	7	-1	15	0	92
